# Source: PubChem
# CHT inh – inhibitors of human choline transporter CHT. B-score at 10 µM. Q9GZV3. AID 488975. CHT-expressing cells, membrane potential dye, choline response; stronger effect = lower value. actives 0.86% (n = 310,000);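 active = B-score over 3 SD under the library average, and starting fluorescence ratio not unusually high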;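 also: choline stimulus applied at its EC90 after an EC20 pre-addition; B-score computed on integrated fluorescence ratio after choline addition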
# KCNQ2 block – KCNQ2 channel blockers in CHO-K1 cells – cell-based, FluxOR thallium flux, B-score, primary screen (AID 2156); O88943; 20 min; stronger effect = lower value; B-score at 10 µM; actives 1.1% (n = 310,000);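 active = fluorescence ratio B-score at most minus 3 library SDs, with starting brightness B-score within 2 library SDs, cut at about -5.5 in these data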
# Target sequence (O88943 whole entry, looked up): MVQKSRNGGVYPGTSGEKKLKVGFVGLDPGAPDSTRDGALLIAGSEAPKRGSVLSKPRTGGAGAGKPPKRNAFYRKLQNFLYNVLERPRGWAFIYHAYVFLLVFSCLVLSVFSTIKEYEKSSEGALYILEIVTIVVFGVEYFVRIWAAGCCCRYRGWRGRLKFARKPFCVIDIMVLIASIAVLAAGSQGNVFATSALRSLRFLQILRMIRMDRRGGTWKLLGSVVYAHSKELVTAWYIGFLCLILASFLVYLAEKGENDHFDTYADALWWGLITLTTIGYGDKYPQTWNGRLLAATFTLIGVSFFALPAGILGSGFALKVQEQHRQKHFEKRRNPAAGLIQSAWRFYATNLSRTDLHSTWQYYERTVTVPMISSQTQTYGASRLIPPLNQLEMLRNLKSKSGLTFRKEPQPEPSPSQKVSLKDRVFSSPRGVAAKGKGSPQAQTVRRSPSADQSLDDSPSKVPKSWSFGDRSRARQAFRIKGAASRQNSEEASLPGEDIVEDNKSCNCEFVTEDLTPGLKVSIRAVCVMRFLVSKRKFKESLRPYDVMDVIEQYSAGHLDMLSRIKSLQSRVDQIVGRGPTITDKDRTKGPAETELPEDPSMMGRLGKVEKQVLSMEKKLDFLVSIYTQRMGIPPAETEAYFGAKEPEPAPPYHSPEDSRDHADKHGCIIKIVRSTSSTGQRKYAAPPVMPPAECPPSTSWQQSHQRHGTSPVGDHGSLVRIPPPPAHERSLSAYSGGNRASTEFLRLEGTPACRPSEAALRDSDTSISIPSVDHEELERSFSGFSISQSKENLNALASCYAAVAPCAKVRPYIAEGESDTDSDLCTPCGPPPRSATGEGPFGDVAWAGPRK
# * marks the source's active call; other numbers are inactive results; i = inactive; · = not tested or not shown.
CHT inh,KCNQ2 block,structure
i,i,COCCCN(C(=O)C(C)Oc1ccc(Br)cc1)c1c(N)n(Cc2ccccc2)c(=O)[nH]c1=O (stereo unspecified)
i,i,O=C(Cc1ccc(Br)cc1)NC1CCCCC1
i,i,Cn1cc(C(=O)c2ccc(Cl)cc2Cl)cc1C(=O)NN
i,i,S=c1c2c(nc3nc[nH]n13)CCC2
i,i,COc1ccc(-c2[nH]n(-c3ccc([N+](=O)[O-])cc3)c(=O)c2C=NCCN2CCNCC2)cc1
i,i,CCOC(=O)C1=C(C)C(c2ccccc2)NC(=S)N1 (stereo unspecified)
i,i,Nc1c(C(=O)NCc2ccc3c(c2)OCO3)nnn1Cc1cccc(F)c1
i,i,CCC(C)NC(=O)c1ccc2c(c1)N(Cc1ccccc1)C(=O)CS2 (stereo unspecified)
i,i,COc1ccc(Nc2ccc([N+](=O)[O-])cn2)cn1
i,i,Cc1cc(Oc2cc(NN3CCCCC3)c([N+](=O)[O-])cc2[N+](=O)[O-])c(C(=O)c2ccccc2)cc1Cl
i,i,CCOc1ccc(NC(=O)NNC(=O)c2cc3ccccc3cc2O)cc1
i,i,CCc1cccc(C)c1NC(=O)Cc1ccsc1
i,i,CSc1nc(C)c(Cc2c(F)cccc2Cl)c(=O)[nH]1
i,i,CCOc1ccccc1N(CC(=O)N/N=C/c1cc(Br)ccc1OC)S(C)(=O)=O
i,i,N#CCCN1CCN(Cc2cc(-c3ccccc3)ccc2O)CC1
-7.6*,i,CCOC(=O)C1(CCOC)CCN(Cc2ccc(C(=O)OC)cc2)CC1
i,i,COc1ccc(C(=O)c2ccc(OC)c(OC)c2)cc1OC
i,i,CCCN1CCC(=O)N([C@H](CSc2ccc(C)cc2)c2ccccc2)CC1
i,i,COc1ccc2cc3cc(C(=O)N4CCCC(C)C4)oc3nc2c1 (stereo unspecified)
i,i,CCOC(=O)C1C(=O)Oc2ccc3ccccc3c2C1C1CCOC1=O (stereo unspecified)
i,i,CN(C[C@H](Cc1ccccc1)N(C[C@H](Cc1ccccc1)N(CC1(c2ccccc2)CC1)N=O)N=O)N=O
i,i,Cc1cc(C)c(-c2csc(NC(=O)/C=C/c3cccs3)n2)c(C)c1
i,i,Cc1cc(C(=O)COC(=O)C2=NNC(=O)CC2)c(C)n1-c1ccccc1
i,i,Cc1cc(Nc2cc(Cl)nc(Sc3ccc(NC(=O)C4CC4)cc3)n2)n[nH]1
i,i,O=C(CN1C(=O)c2ccccc2C1=O)Nc1ccc(N2CCOCC2)cc1

# 7 structures out of the list, ordered by heavy-atom count, low to high.
CHT inh,KCNQ2 block,structure
i,i,S=c1c2c(nc3nc[nH]n13)CCC2
i,i,O=C(Cc1ccc(Br)cc1)NC1CCCCC1
i,i,COc1ccc(Nc2ccc([N+](=O)[O-])cn2)cn1
i,i,CCOC(=O)C1=C(C)C(c2ccccc2)NC(=S)N1 (stereo unspecified)
i,i,Cc1cc(C)c(-c2csc(NC(=O)/C=C/c3cccs3)n2)c(C)c1
i,i,CCOC(=O)C1C(=O)Oc2ccc3ccccc3c2C1C1CCOC1=O (stereo unspecified)
i,i,CCCN1CCC(=O)N([C@H](CSc2ccc(C)cc2)c2ccccc2)CC1

# Record cards, from the list above. Screens in order: CHT inh, KCNQ2 block
# `COc1ccc(C(=O)c2ccc(OC)c(OC)c2)cc1OC` reads i, i
# `COc1ccc(-c2[nH]n(-c3ccc([N+](=O)[O-])cc3)c(=O)c2C=NCCN2CCNCC2)cc1` reads i, i

# Following part
CHT inh,KCNQ2 block,structure
i,i,O=C(NCCC1=CCCCC1)C1CC(=O)N(C2CCCCC2)C1 (stereo unspecified)
i,i,Cc1ccc(S(=O)(=O)N2CCN(C(=O)C3CCN(C(=O)c4ccccc4C)CC3)CC2)cc1C
i,i,CCOC(=O)/C=c1\s/c(=C\c2ccc(C#N)cc2)c(=O)n1CC(=O)Nc1cccc(C)c1C
i,i,O=C(Nc1ccccc1)c1ncoc1-c1ccc(Cl)cc1
i,i,O=C(Cn1nc(-c2ccccc2)c2ccccc2c1=O)NN1CCOCC1
i,i,O=C(c1ncc[nH]1)c1cccs1
i,i,CC(=O)Oc1ccc(N(c2ccccc2)S(=O)(=O)c2ccc(C)cc2)cc1
i,i,CC1(C)N=C(N)N=C(N)N1c1ccc(C(=O)O)cc1
i,i,COc1cc2c(cc1NC(=O)COc1ccc3ccccc3c1)oc1ccccc12
i,i,Cc1ccc(OCC(=O)c2cc(C)n(CC(F)(F)F)c2C)c([N+](=O)[O-])n1
i,i,CCOC(=O)c1cc2c(=O)n3ccccc3nc2n(CCCOC)c1=NC(=O)C(C)(C)C
i,i,CCOC(=O)c1ccc(NC(=O)c2nn(C)cc2Br)cc1
i,i,CCn1c(SCC(=O)N2CCCCC2C)nnc1-c1ccc(S(=O)(=O)N2CCN(C)CC2)cc1 (stereo unspecified)
i,i,C=C(C)c1cccc(C(C)(C)NC(=O)N2CCN(c3ccccc3OC)CC2)c1
i,i,Cc1nc(SCc2c(F)cccc2Cl)n[nH]1
i,i,Cc1ccc(NC(=O)C2Cc3ccccc3C(=O)O2)cc1 (stereo unspecified)
i,i,CCCc1ccc2oc(C(=O)NCCN3CCCC(C(N)=O)C3)c(C)c2c1 (stereo unspecified)
i,i,CCOC(=O)CC(=O)CSc1n[nH]c(=O)[nH]c1=O
i,i,COc1cccc(N(CC(=O)NC2CCCCC2)C(=O)c2snc(C(N)=O)c2N)c1
i,i,CCOC(=O)N1N=C(c2ccccc2)CC1(O)C(F)(F)F (stereo unspecified)
i,i,Cc1c(C(=O)OCCOC(C)C)[nH]c2c1C(=O)CC(C)(C)C2
i,i,COc1ccc(CCNC(=O)CN(c2ccc(OC)cc2)S(C)(=O)=O)cc1
·,i,FC(F)(F)c1ccc2c(c1)C1C=CCC1C(c1ccncc1)N2 (stereo unspecified)
i,i,CC1CN(Cc2c(O)ccc3c2oc(=O)c2ccccc23)CC(C)O1 (stereo unspecified)
i,i,CCOc1cc(C(=O)Nc2ccc(N3CCN(S(C)(=O)=O)CC3)cc2)cc(OCC)c1OCC

# Shown with each value named: entries from further up
> CCOC(=O)/C=c1\s/c(=C\c2ccc(C#N)cc2)c(=O)n1CC(=O)Nc1cccc(C)c1C
  CHT inh = i | KCNQ2 block = i

> O=C(Nc1ccccc1)c1ncoc1-c1ccc(Cl)cc1
  CHT inh = i | KCNQ2 block = i

> O=C(Cn1nc(-c2ccccc2)c2ccccc2c1=O)NN1CCOCC1
  CHT inh = i | KCNQ2 block = i

# Additional compounds follow:
CHT inh,KCNQ2 block,structure
i,i,Cn1c(-c2ccccc2)cnc1SCC(=O)NCc1ccco1
i,i,COCC1CCN(C(=O)c2cc(COc3cccc4cnccc34)on2)CC1
i,i,O=C(NCc1cc(C(F)(F)F)cc(C(F)(F)F)c1)C1CC(c2ccccc2[N+](=O)[O-])=NO1 (stereo unspecified)
i,i,O=C(COc1ccc(C(=O)c2ccccc2)cc1)NCC(=O)Nc1ccccc1Br
i,i,CCn1c(CSc2nnc(C)n2-c2ccccc2)nc2cc(S(=O)(=O)N(C)C)ccc21
i,i,COc1ccc(/C=N/NC(=O)CN2CCSCC2)c(OC)c1
i,i,O=C(CCC(=O)OCC(=O)c1ccc(F)cc1)NC1CCCCC1
i,i,Cc1ccc2sc(-c3ccc(NC(=O)c4cc(-n5cnnc5)ccc4Cl)cc3)nc2c1
i,i,C=CCN1C(=O)C(CC(=O)NCC)SC1=Nc1ccccc1OC (stereo unspecified)
i,i,O=C1N(c2ccccc2)CCN1c1ccccc1
i,i,Cc1cnc(C(=O)OCC(=O)NCc2ccccc2)cn1
i,·,CCN1C(=O)[C@@H]2[C@@H](c3ccc(-c4ccc(Cl)c(Cl)c4)c(OC)c3)N3CCC[C@@]3(C(=O)OC)[C@@H]2C1=O
i,i,CCOC(=O)CN=C/C(C(=O)Nc1nccs1)=C(/C)O
i,i,COc1cccc(NC(=O)C2CCN(c3cnccn3)CC2)c1
i,i,O=[N+]([O-])c1ccc(Cl)c(-c2ccc(/C=N/c3c(-c4ccco4)nc4ccccn34)o2)c1
i,i,COc1cccc(C(=O)Nc2nc3c(c(=O)[nH]2)CCCC3)c1
i,i,O=C(OCC(=O)N1CCC(Cc2ccccc2)CC1)c1ccccc1
i,i,Fc1ccccc1-c1nc2nc3ccccc3nc2n1CC1CCCO1 (stereo unspecified)
i,i,C=CCOn1c(=O)c(-c2ccc(OC)c(OC)c2)[n+]([O-])c2ccccc21
i,i,COc1ccc(NC(=O)C2CCN(c3cc(C)nc(-c4ccccc4)n3)CC2)cc1
i,i,Cn1nc(C(F)(F)F)c(-c2cccc(C(F)(F)F)c2)c1NC(=O)c1ccco1
i,i,CCCCC(=O)NC1(C(F)(F)F)NC(=O)N(C)C1=O (stereo unspecified)
i,i,COC(=O)c1ccc(COc2ccc(/C=N/O)cc2OC)o1
i,i,Cc1ccccc1S(=O)(=O)Nc1ncnc2ccccc12
i,i,COc1ccc(C(=O)c2ccccc2)cc1

# (next part)
CHT inh,KCNQ2 block,structure
i,i,CC(=O)N1CCC(C(=O)Nc2nc(-c3ccccc3)ns2)CC1
i,i,COC(=O)CN(c1ccc(C)c(Cl)c1)S(C)(=O)=O
i,i,Cc1cccc(C(=O)Oc2ccccc2C2C[C@]3(C)CC(=O)NC3N2C(=O)c2cccc(C)c2)c1 (stereo partly specified)
i,i,CN(CC(=O)Nc1ccc(Cl)c(C(F)(F)F)c1)C(=O)CCNC(=O)c1ccco1
i,i,CCC(C)Sc1ccc([C@H]2N[C@@](C)(C(=O)OC)[C@H]3C(=O)N(C)C(=O)[C@@H]23)cc1OC (stereo partly specified)
i,i,O=C(CC1C(=O)NCCN1C(=O)c1ccc(Cl)cc1)Nc1ccc(F)cc1 (stereo unspecified)
i,i,O=C(Nc1ccccc1)C1CC(=O)N(Cc2ccccc2)C1 (stereo unspecified)
i,i,COc1ccc(Cl)cc1S(=O)(=O)N1CCCc2ccccc21
i,i,CC(NC(=O)c1cc(-c2cccnc2)nc2ccc(Br)cc12)C1CCCO1 (stereo unspecified)
·,i,COc1cccc(OC)c1NC(=O)C1CCCN1C(=O)Nc1ccccc1Cl (stereo unspecified)
i,i,S=c1[nH]nc(Cc2ccccc2)n1-c1ccc(Cl)cc1
i,i,O=C(O)CC(C(=O)OC1CCCCC1)N1CCOCC1 (stereo unspecified)
i,i,Cc1ccc(S(=O)(=O)N2CCCCC2)cc1NC(=O)CSc1nnc(N)s1
i,·,Cc1cc(Cn2nc(C(=O)NCc3cccc(C(F)(F)F)c3)cc2-c2ccccc2)on1
i,i,COc1cccc(C2C3=C(CC(C)(C)CC3=O)OC(N)=C2[N+](=O)[O-])c1 (stereo unspecified)
i,i,O=C(NCC1CCCO1)C1c2ccccc2C(=O)N1Cc1ccc2c(c1)OCO2 (stereo unspecified)
i,·,C#CCOCCOCCOCCNc1nc(N2CCN(C(=O)CCCCCCCCCCNC(=O)[C@H]([C@@H](C)CC)n3cc(CCCCCN)nn3)CC2)nc(N2CCN(C(=O)CCCCCCCCCCNC(=O)[C@H]([C@@H](C)CC)n3cc(CCCCN=C(N)N)nn3)CC2)n1
i,i,O=[N+]([O-])c1cccc(-c2nnc3ccccn23)c1
i,i,N#CCc1nn2c3c(cnc2c1C#N)C(=O)CCC3
i,i,CCc1ccc([C@@H]2C[C@H]3CN(Cc4ccccc4OC)C(=O)[C@]34CCCN24)cc1
i,i,O=C(NCC1CCCO1)c1ccccc1 (stereo unspecified)
i,i,Cc1cccc(Nc2nc(N)nc(CSC(=S)N3CCOCC3)n2)c1
i,i,Fc1cccc(-c2nn[nH]n2)c1
·,-5.6*,CC(C)CC(=O)/C(=C\c1ccc(Cl)cc1Cl)n1cncn1
i,i,COC(=O)c1ccc(N2C(=O)CC(N(C)CCc3ccc(OC)c(OC)c3)C2=O)cc1 (stereo unspecified)

# More compounds follow:
CHT inh,KCNQ2 block,structure
i,i,CN(Cc1ccccc1)C(=O)COc1ccc(N(C)S(=O)(=O)c2ccc(F)cc2)cc1
i,i,CC(OC(=O)CCN1C(=O)C2CC=CCC2C1=O)C(=O)Nc1cccc(Cl)c1 (stereo unspecified)
i,i,CC(=O)c1cccc(NC(=O)CN(C2CCCCC2)S(C)(=O)=O)c1
i,i,CC(=O)c1ccc(-c2ccc(C(=O)NCC3CCCO3)o2)cc1 (stereo unspecified)
i,i,O=S(=O)(c1cccc2nsnc12)N1CCN(c2ccccc2F)CC1
i,i,Cn1c(SCC(=O)NC2CCCCC2)nnc1-c1ccccn1
i,i,CCOc1ccc(C(C(=O)NC2CCCCC2)N(C(=O)Cc2cccs2)c2ccc(-n3cnnn3)c(OC)c2)cc1 (stereo unspecified)
i,i,Cc1ccc(OCCC(=O)OCC(=O)N2c3ccccc3CC2C)cc1 (stereo unspecified)
i,i,O=C(NCCC1=CCCCC1)C(c1ccccc1)c1ccccc1
i,i,COc1cc2[nH]c3ccccc3c2cc1C
i,i,Cc1ccccc1Cn1cnc2ccccc21
i,i,COc1ccc(C(=O)NCC(=O)OCn2nnc3ccccc3c2=O)cc1OC
i,i,C/C(=N\NC(=O)c1ccc(C)cc1C)c1ccc(-n2ccnc2)cc1
i,i,O=C(O)CN1C(=O)/C(=C/c2ccsc2)SC1=S
i,i,COc1ccc(NC(=O)c2cc(CN3C(=O)c4ccccc4C3=O)ccc2OC)cn1
i,i,NS(=O)(=O)c1cc(C(=O)OCC(=O)Nc2ccc(N3CCCCC3)cc2)ccc1Cl
i,i,O=c1[nH]c2ccc(NC(=S)NCCc3ccccc3)cc2[nH]1
i,i,CCOc1ccc(NC(=O)c2ccc3[nH]c(=O)c(=O)[nH]c3c2)cc1
i,i,CC1=C(C(=O)OC2CCCC2)C(c2coc3ccccc3c2=O)C2=C(CC(C)(C)CC2=O)N1 (stereo unspecified)
i,i,O=C(CN1CCCCC1)Nc1ccc(NC(=O)c2ccccc2Cl)cc1Cl
